# RAD54 branch – RAD54 (human) branch migration inhibition | Q92698 | RAD54 Holliday junction branch migration, FAM/BHQ fluorescence | inhibition, % at 10.4 µM | 0.14% of 360,000 active | AID 602329;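 active = mean normalized replicate activity at least 40 and at least half of replicates scoring 40 or more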;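 also: 0% = median of neutral control wells and 100% = median of positive control wells; inhibitors cause a drop in the FAM fluorescence signal; in these data hits start at about 50%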
# RAD52 anneal inh – blocks human RAD52 DNA annealing; 0.46% of 360,000 active; inhibition, % at 18.7 µM; recombinant RAD52 DNA annealing, FRET fluorescence; AID 651710;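 active = every replicate showing at least 50% inhibition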
# Target sequence (P43351 whole entry, looked up): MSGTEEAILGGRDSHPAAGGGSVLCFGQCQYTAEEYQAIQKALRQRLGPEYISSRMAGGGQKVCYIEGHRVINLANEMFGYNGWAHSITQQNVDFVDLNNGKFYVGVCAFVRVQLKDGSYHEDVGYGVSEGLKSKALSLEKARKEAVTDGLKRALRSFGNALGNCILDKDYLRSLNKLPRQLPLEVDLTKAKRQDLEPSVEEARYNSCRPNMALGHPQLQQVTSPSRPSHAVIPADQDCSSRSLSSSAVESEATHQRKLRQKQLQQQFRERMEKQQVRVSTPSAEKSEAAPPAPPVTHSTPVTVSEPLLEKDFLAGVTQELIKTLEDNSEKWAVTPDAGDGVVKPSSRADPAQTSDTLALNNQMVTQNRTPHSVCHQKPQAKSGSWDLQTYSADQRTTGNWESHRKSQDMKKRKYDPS
# esBAF inh – inhibitors of esBAF chromatin remodeling in mouse ES cells; Bmi1-luciferase knock-in reporter, 24 h; 100% = twice the neutral-well signal; reporter increase, % at 12.5 µM; 2% of 350,000 active; AID 602393; in the data active = activation above about 40%;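 also: 0% = median of the plate's neutral control wells and 100% = double that signal; a rise in the Bmi1 reporter signal indicates esBAF inhibition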
# E-selectin induc – E-selectin induction on HUVECs. activation, % at 7.58 µM. HUVEC E-selectin immunofluorescence imaging; normalized: neutral wells 0, TNF-alpha wells 100. P16581. 0.37% of 260,000 active;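 active = mean E-selectin-positive cell signal at least 10% of the positive control, reached in at least 60% of replicates, without over 20% cell loss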;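 also: in these data hits start at about 27%; measured in HUVEC primary endothelial cells; signal is the percent of cells scored E-selectin positive by PE staining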
# Target sequence (P16581 whole entry, looked up): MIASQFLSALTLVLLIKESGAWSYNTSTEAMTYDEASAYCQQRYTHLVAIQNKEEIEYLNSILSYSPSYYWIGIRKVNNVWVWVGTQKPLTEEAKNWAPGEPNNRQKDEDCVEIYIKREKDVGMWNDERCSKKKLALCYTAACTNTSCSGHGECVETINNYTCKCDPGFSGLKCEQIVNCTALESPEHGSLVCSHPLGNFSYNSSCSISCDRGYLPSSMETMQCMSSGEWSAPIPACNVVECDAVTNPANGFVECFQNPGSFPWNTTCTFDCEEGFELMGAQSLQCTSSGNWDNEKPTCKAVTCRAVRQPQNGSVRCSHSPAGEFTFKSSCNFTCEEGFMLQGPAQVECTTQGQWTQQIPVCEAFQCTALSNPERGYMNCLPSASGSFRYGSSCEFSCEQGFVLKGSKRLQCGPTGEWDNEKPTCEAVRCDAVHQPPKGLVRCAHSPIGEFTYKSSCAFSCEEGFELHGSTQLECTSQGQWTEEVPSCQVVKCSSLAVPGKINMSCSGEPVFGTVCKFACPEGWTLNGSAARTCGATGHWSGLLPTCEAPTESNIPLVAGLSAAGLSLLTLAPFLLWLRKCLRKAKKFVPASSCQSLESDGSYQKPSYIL
#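 System: HUVEC, human umbilical vein endothelial cells; quantity: 3,000 cells/well; buffer or medium: EGM-2 medium, gelatin-coated wells; dosing: single-point compound dose; detection: immunofluorescence imaging; evaluation: % PE-positive cells; benchmarks: TNF-alpha, DMSO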
# ARNT-TACC3 inh – disruptors of human ARNT/TACC3 interaction; AID 623870; Q9Y6A5; 0.66% of 390,000 active; AlphaScreen His-ARNT PAS-B/GST-TACC3 binding, luminescence; TACC3 fragment carries E629A point mutation; inhibition, % at 9.99 µM;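 active = mean inhibition of replicates at least 50% and at least half of replicates each reaching 50%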;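 also: 0% = complete ARNT plus TACC3 wells and 100% = ARNT alone without TACC3; many hits fall short of the cut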
# ERp5 inh – blocks human ERp5 reductase activity on insulin | Q15084 | ERp5 insulin aggregation, absorbance 650 nm, 90 min | inhibition, % at 9.99 µM | 0.05% of 350,000 active | AID 651711;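 active = mean replicate inhibition above about 25%, with every replicate also reaching it, limit read from the data, passing the limit was not always enough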
# Casp6 inh – blocks human caspase-6 cleavage activity | P55212 | purified caspase-6, Z-VEID-R110 cleavage fluorescence | inhibition, % at 12.5 µM | 0.53% of 350,000 active | AID 686996;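 active = mean inhibition across replicates at least about 35%, with every replicate also reaching that limit, limit read from the data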;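 also: 0% = median of neutral control wells and 100% = no fluorescence left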
# PglD inh – blocks C. jejuni PglD acetyltransferase activity. inhibition, % at 12.5 µM. AID 602405. 0.098% of 360,000 active. purified PglD enzyme, DTNB colorimetric CoA detection; in the data active = inhibition above about 16%, passing the limit was not always enough; also: strong numbers were not always called active
# An asterisk follows results filed as active; x = no result given; & = joins results of further samples.
SMILES,RAD54 branch,RAD52 anneal inh,esBAF inh,E-selectin induc,ARNT-TACC3 inh,ERp5 inh,Casp6 inh,PglD inh
COCC(=O)N1C[C@H](C)[C@@H](OC)CN(C)C(=O)c2cc(NC(=O)C3CCC3)ccc2OC[C@H]1C,2,-2,-4,-0.1,-2,-4,5,-4
CC[C@@]12C(=O)N(c3cccc(C)c3)C(=O)N1[C@H](c1ccc(Br)cc1)[C@@H]1C(=O)N(C(C)(C)C)C(=O)[C@@H]12,5,-5,16,-0.1,0,-2,1,3
Cc1cc(Br)cc(/C=N/NC(=O)c2ccc3c(c2)OCO3)c1O,7,-5,-4,2.8,4,0,-2,3
Cn1c(=O)c2c(nc(SCC(=O)NCC3CCCO3)n2Cc2ccc(F)cc2)n(C)c1=O (centres undefined),-3,-12,6,1.5,-2,0,6,3
COCCNC(=O)C1(C)CCCN(C(=O)c2cccc(OC(F)(F)F)c2)C1 (centres undefined),2,-1,-1,-0.3,x,3,-3,6
O=C(C[C@H]1C=C[C@@H](NC(=O)Nc2cc(F)ccc2F)[C@H](CO)O1)Nc1ccc(-c2ccccc2)cc1,1,3,19,1.0,-8,x,-3,2
CC(CNC(=O)c1ccc(Br)o1)NC(=O)c1ccc(Br)o1 (centres undefined),-11,x,-7,x,-10,x,x,1
Cc1ccc(C)c(NC(=O)CN(C)C(=O)c2cc3ccccc3o2)c1,x,-11,x,1.0,0,-8,3,x
CCc1ccc(NC(=O)CSc2nnc(COc3ccc4c(c3)CCCC4)o2)cc1,1,x,-10,x,0,x,x,-6
COc1cc(/C=C/C(=O)NCC(=O)N2CCC(N(C)CCN3CCOCC3)CC2)ccc1OC(C)C,x,-39,x,3.1,x,5,-12,x
C=CCN1C=C(C(=O)c2ccccc2)C(=O)CC1,-1,-3,-4,x,-6,4,2,-5
C[C@H]1CN([C@@H](C)CO)C(=O)c2cc(-c3ccccc3)cnc2O[C@@H]1CN(C)C(=O)c1cccnc1,4,-2,0,-0.1,-8,-6,2,-1
Cc1ccc(C(=O)CNc2nc3c(c(=O)[nH]c(=O)n3C)n2Cc2ccccc2)cc1,4,x,-5,x,-2,x,x,0
C[C@@H](NC(=O)[C@@H]1[C@@H](CO)[C@@H]2Cn3c(ccc(-c4ccccc4)c3=O)[C@@H]2N1C)c1ccccc1,12,1,-3,-0.1,0,-1,0,4
Cc1c(CC(=O)O)c(=O)oc2c(C)c3occ(-c4ccc(Br)cc4)c3cc12,-16,-11,8,-0.1,33,0,5,-4
O=C(CSc1nnc(NC(=O)c2cccc(F)c2)s1)NC1CCCC1,x,-23,23,x,-4,3,6,x
O=C(Nc1ccccc1C(=O)NC(Cc1ccccc1)C(=O)O)c1ccccc1 (centres undefined),-11,-13,-3,x,0,0,1,2
COc1ccc(/C=C\c2onc(C)c2S(=O)(=O)N2CCC(C(=O)NCc3ccco3)CC2)cc1,x,6,2,-0.1,-4,1,-1,x
CS(=O)(=O)N1[C@H](CO)[C@H](c2ccc(-c3ccccc3F)cc2)[C@@H]1C#N,-9,-26,2,0.0,-11,-7,1,0
CCOC(=O)c1c(NC(=O)c2c(Br)cnn2CC)sc(C)c1C,2,x,-2,x,1,x,x,5

# Copied from the list.
# In ARNT-TACC3 inh, Cc1ccc(C)c(NC(=O)CN(C)C(=O)c2cc3ccccc3o2)c1 is listed with 0
# In RAD54 branch, CC[C@@]12C(=O)N(c3cccc(C)c3)C(=O)N1[C@H](c1ccc(Br)cc1)[C@@H]1C(=O)N(C(C)(C)C)C(=O)[C@@H]12 is listed with 5

# Back to the main list, starting 2 compounds before the break.
SMILES,RAD54 branch,RAD52 anneal inh,esBAF inh,E-selectin induc,ARNT-TACC3 inh,ERp5 inh,Casp6 inh,PglD inh
CS(=O)(=O)N1[C@H](CO)[C@H](c2ccc(-c3ccccc3F)cc2)[C@@H]1C#N,-9,-26,2,0.0,-11,-7,1,0
CCOC(=O)c1c(NC(=O)c2c(Br)cnn2CC)sc(C)c1C,2,x,-2,x,1,x,x,5
CCOC(=O)C1=CC[C@@H](c2ccccc2)N(S(=O)(=O)c2ccc(C)cc2)[C@H]1C#N,0,-6,25,-0.2,x,-4,0,-1
C[C@H]1CN([C@@H](C)CO)C(=O)Cc2cc(NC(=O)CCC(F)(F)F)ccc2O[C@H]1CN(C)S(=O)(=O)c1cn(C)cn1,-5,x,6,2.1,-9,x,x,0
C[C@H]1CCCCO[C@H](CN(C)C)[C@@H](C)CN([C@@H](C)CO)C(=O)c2cc(NC(=O)Cc3ccccc3)ccc2O1,2,-9,1,0.0,-10,2,-1,2
CO[C@H](CN(C)C(=O)c1ccc2c(c1)OCO2)[C@H](C)CN([C@H](C)CO)S(=O)(=O)c1ccccc1,-4,-10,0,0.1,-1,1,2,-1
COc1cc(N=Nc2ccc(C)cc2S(N)(=O)=O)c(C)cc1N,0,-6,10,0.3,-2,8,5,-6
CC(=O)OC[C@@H]1CN(Cc2ccccc2)C[C@H](n2ccc3c(N)ncnc32)O1,0,-2,5,-0.2,x,3,0,2
COCC1CCN(C(=O)CCc2nnc(C3(c4ccc(Cl)cc4)CCC3)o2)C1 (centres undefined),-7,1,52*,0.1,-6,-1,-1,3
CCCNC(=O)CN(Cc1ccccc1F)S(=O)(=O)c1ccc(C)cc1,2,2,-1,x,0,5,1,-1
O=C(C[C@H]1C=C[C@H](NC(=O)c2ccncc2)[C@@H](CO)O1)NCC1CCCCC1,1,-16,5,-0.5,0,0,2,-3
CC(C)(C)N1CC(OC(N)=O)C1,x,-9,x,-0.1,x,-2,0,x
O=C(Nc1ccccc1Cl)C(=O)c1cn(CC(=O)N2CCOCC2)c2ccccc12,-2,-5,52*,x,-2,-8,4,-1
COc1ccc(/C=N\NC(=O)CCc2c(C)n[nH]c2C)c(OC)c1OC,-8,-10,-2,-0.1,2,1,11,0
O=C(Cc1ccccc1F)NC1CCSc2ccccc21 (centres undefined),4,-1,-2,x,-1,-3,-2,1
COc1cc([N+](=O)[O-])ccc1NC(=O)NCc1ccco1,x,-19,x,x,2,1,2,x
CC(C)Cc1cc(C(=O)Nc2sc3c(c2C#N)CCC3)no1,-8,-13,-5,x,-1,2,1,-1
COc1cc(C(=O)NCC(=O)N2CCN(S(=O)(=O)c3ccccc3C(F)(F)F)CC2)cc(OC)c1OC,1,-4,2,x,-2,8,0,-2
O=C(c1ccco1)N1CCN(C(=O)C(Cc2ccccc2)NS(=O)(=O)c2cccs2)CC1 (centres undefined),2,x,-1,x,18,x,x,-1
CCC(=O)N1[C@H](CN(C)C(=O)c2ccccc2F)[C@@H](c2ccccc2)[C@@H]1CO,2,x,6,0.2,8,x,x,-1
CC(C)(C)N(NS(=O)(=O)c1ccc(F)cc1)c1ccccc1,-20,-7,7,-0.1,7,-8,-2,5
Cc1ccc(/C=N/NC(=O)c2cccc(S(=O)(=O)N3CCOCC3)c2)o1,-8,-13,-3,0.5,2,-1,x,3
Cc1nc(-c2ccc(S(=O)(=O)N3CCN(C(c4ccccc4)c4ccccc4)CC3)s2)cs1,-3,-11,10,2.8,-1,-5,-4,5
C[C@H]1CN([C@@H](C)CO)C(=O)CCCn2nncc2CO[C@H]1CN(C)Cc1ccccc1C(F)(F)F,11,-5,-3,0.2,10,-6,1,-1
O=C(C[C@H]1CC[C@H](NS(=O)(=O)c2cccc(F)c2)[C@H](CO)O1)N1CCCCC1,1,2,2,0.6,-2,-4,-2,3
Cc1cccc(S(=O)(=O)NC(=O)C2(C)CCN2C(=O)C2(c3ccc(Cl)cc3)CCC2)c1 (centres undefined),-1,-14,-4,x,x,-5,1,0
COC(=O)C1=C(O)/C(=C/c2ccc(OCC(=O)Nc3ccc(OC)cc3)cc2)N=C1C,-1,-15,-5,0.9,x,7,11,1
COc1ccc(OC)c(NC(=O)C2CC(=O)N(c3ccccc3)C2)c1 (centres undefined),-7,x,-5,x,0,x,x,2
CSc1ccc(S(=O)(=O)NCC(=O)OCC(=O)N(C)Cc2ccccc2)cc1[N+](=O)[O-],5,-10,-5,x,-3,1,3,7
Cc1cc(Nc2cccc(Cl)n2)n(-c2ccccc2)n1,2,-6,-14,0.0,x,1,-5,-1
O=C(NCc1ccccc1)C(c1ccccc1)N(C(=O)c1csnn1)C1CCCC1 (centres undefined),-7,-13,-1,0.0,-1,-3,2,-1
COc1ccccc1CN1[C@H](CO)[C@@H]2c3ccccc3N(C(=O)C3CCC3)C[C@@H]21,5,-3,1,0.2,-7,-2,x,5
CC(C)c1nccn1CCC(=O)O,x,-15,x,x,-5,6,0,x
O=C1c2ccccc2C(=O)N1c1ncn[nH]1,11,-12,-7,1.7,-7,1,10,-2
C[C@H]1CN([C@@H](C)CO)C(=O)Cc2cc(NS(=O)(=O)c3cn(C)cn3)ccc2O[C@@H]1CN(C)S(=O)(=O)c1cccs1,-2,2,-6,0.0,-4,0,x,1
COC(=O)CCCn1cc(CN2CC(N3CCCCC3)CS2(=O)=O)nn1 (centres undefined),x,-13,x,0.0,x,-11,-2,x
Nc1ccccc1SCc1csc(-c2ccc(Cl)cc2)n1,1,2,46,0.1,-1,-2,-4,-1
COc1cc2c3c(c1)C1(C(=O)N3C(C)(C)C=C2C)C(C#N)=C(N)Oc2cc(C)oc(=O)c21 (centres undefined),8,x,2&-2,x,-6&-3,x,x,-8
Cc1ccc(S(=O)(=O)Nc2ccc3c(c2)C(=O)N([C@@H](C)CO)C[C@H](C)[C@@H](CN(C)S(=O)(=O)c2ccc(F)cc2)OCCCC[C@@H](C)O3)cc1,x,3,x,-0.1,x,2,-2,x
CC1(C)CC(NC(=O)c2ccccc2Cl)CC(C)(C)N1,2,x,-3,x,-4,x,x,-3
O=C(C[C@H]1CC[C@@H]2[C@H](COC[C@@H](O)CN2C(=O)c2ccccc2)O1)N1CCOCC1,0,-38,0,-0.1,5,0,-2,-4
CCCC(=O)Nc1ccccc1NC(=O)c1cc(OC)c(OC)c(OC)c1,11,x,4,x,19,x,x,0
C[C@H](CO)N1C[C@H](C)[C@@H](CN(C)C(=O)Nc2ccccc2)OCCCC[C@H](C)Oc2ccc(NS(=O)(=O)c3cn(C)cn3)cc2C1=O,2,15,3,-0.2,-3,-3,0,10
CCn1c(=O)c2cc(C(=O)N(C)CC(OC)OC)sc2c2ccccc21,-5,-2,3,x,2,-2,3,-6
COc1ccc(C(=O)NC2CCN(CC(=O)NC3CCCCC3)CC2)cc1,1,-10,-1,1.4,5,6,3,1
COc1ccc(-c2cc(-c3cccs3)nc(OC)c2C#N)cc1OC,x,-11,x,-0.6,-5,-2,5,x
CCN1CCN(C(=O)c2c(-c3c(Cl)cccc3Cl)noc2C)CC1,6,-4,-3,x,-3,-2,-2,3
C[C@H](CO)N1C[C@H](C)[C@@H](CN(C)Cc2ccc(-c3ccccc3)cc2)Oc2c(NS(=O)(=O)c3cn(C)cn3)cccc2C1=O,2&2,8&-25,0&2,0.2&0.8,29&-16,-3&-1,2,0&4
Cc1nn(CC(=O)Nc2ccc(C(=O)N3CCCCC3)cc2)c(=O)c2ccccc12,-12,x,-1,x,-1,x,x,4
Cc1cccc(-n2ncc3c2CCCC3NC(=O)CCN2CCCCO2)c1C (centres undefined),-8,-4,x,x,-1,1,-7,-7
Cc1cccc(NC(=S)N(CCN2CCOCC2)Cc2cc3cc4c(cc3[nH]c2=O)OCO4)c1,x,2,x,x,9,1,2,x
CN(C)c1ccc2cc(S(=O)(=O)O)cc(O)c2c1,-31,-26,-3,0.2,36*,0,78*,11
COc1ccc(C(=O)Cc2ccc(F)cc2)c(OC)c1,-7,-11,76*,x,-1,3,1,-1
CCS(=O)(=O)C1=NN2C(=N)/C(=C\c3ccc(OS(=O)(=O)c4ccccc4)cc3)C(=O)N=C2S1,-15,x,11,x,-1,x,x,-3

# High-throughput results as filed in PubChem.
